Assay outcomes deposited in PubChem by The Scripps Research Institute Molecular Screening Center.
CHRM1 agonist: human M1 muscarinic receptor agonists, primary screen, Fluo-8 calcium fluorescence, CHO-K1 cells, HTS; Muscarinic acetylcholine receptor M1 (Homo sapiens), P11229; CHO-K1 hM1, agonist mode; 0% DMSO, 100% acetylcholine EC100; activation, % at 3 µM; 0.33% of 360,000 active; AID 588814, 2011;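 active means activation above the run's mean compound activation plus 3 SD, cut at about 16% in these data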;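 further: peak over basal fluorescence ratio within a 140 s kinetic read after compound addition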
TAAR1 antag: human TAAR1 antagonists, primary screen, Fluo-8 calcium fluorescence, CHO RD-HGA16 cells; 1.5% of 360,000 active; antagonist; inhibition, % at 3 µM;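 active means inhibition above a per-plate cutoff, the mean inhibition of test compounds on that plate plus 3 SD, cut at about 49% in these data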;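 further: 0% = DMSO plus EC80 beta-PEA response and 100% = DMSO alone without agonist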
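test system = CHO RD-HGA16 cells bearing hTAAR1 | replication = singlicate | controls = DMSO-only wells and EC80 β-PEA-stimulated wells | reagent = EC80 β-phenethylamine stimulus | read-out basis = percent inhibition of PEA-evoked calcium signal, max/basal emission ratio | schedule = seeding 17-24 h prior, 75-min 37 °C, 30-min RT dye loading | signal = kinetic Fluo-8 calcium fluorescence measurement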
CHO-K1 Ca antag: M1 antagonist counterscreen hit in parental CHO-K1 cells. ATP-induced calcium, Fluo-8 fluorescence. inhibition, % at 3 µM. 0.6% of 360,000 active. AID 602250;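 active means inhibition above a per-plate cutoff, the plate's mean sample inhibition plus 3 SD, cut at about 24% in these data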;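 further: 0% = DMSO plus EC80 ATP and 100% = DMSO alone without ATP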
OXTR potentiator: human OXTR potentiators, primary screen, fluorescence, CHO-OTR cells, Fluo-8 calcium; 0.061% of 320,000 active; AID 2445, 2010; Fluo-8 calcium fluorescence, potentiator mode; 0% = oxytocin EC15, 100% = EC100; activation, % at 3 µM;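 active means activation above that plate's cutoff, the mean activation of tested compounds plus 3 SD, cut at about 6.6% in these data, passing the limit was not always enough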;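 further: 100% uses oxytocin at 75 nM as the full agonist control; some results filed as inactive read as strong as hits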
Target sequence (P30559 whole entry, looked up): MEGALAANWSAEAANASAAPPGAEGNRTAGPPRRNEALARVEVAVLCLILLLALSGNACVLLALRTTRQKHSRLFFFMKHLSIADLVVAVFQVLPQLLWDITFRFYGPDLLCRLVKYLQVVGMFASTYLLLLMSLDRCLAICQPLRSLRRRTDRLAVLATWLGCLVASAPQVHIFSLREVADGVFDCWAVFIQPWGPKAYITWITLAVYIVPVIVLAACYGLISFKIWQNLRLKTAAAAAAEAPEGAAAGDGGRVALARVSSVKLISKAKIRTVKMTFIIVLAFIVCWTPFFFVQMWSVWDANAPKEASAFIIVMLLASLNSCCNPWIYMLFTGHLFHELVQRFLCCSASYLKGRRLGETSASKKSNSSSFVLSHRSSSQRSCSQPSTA
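assay system = CHO-OTR cells, human receptor | schedule = compound 6 min at room temperature before oxytocin, 100 s read | detection = Fluo-8 intracellular calcium fluorescence, ex 470-495, em 515-575 nm | evaluation = normalized max/min fluorescence ratio, % activation | control set = EC15 oxytocin alone as 0%, 75 nM oxytocin (EC100) as 100%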
TAAR1 agonist: human TAAR1 agonists, primary screen, Fluo-8 calcium fluorescence, CHO RD-HGA16 cells; vehicle wells 0%, saturating PEA agonist 100%; activation, % at 3 µM; 0.99% of 360,000 active;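 active means activation above the mean activation of all test compounds in the run plus 3 SD, cut at about 38% in these data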
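Repeats: no replicates (n 1) | Material: CHO-derived RD-HGA16 cells with stable Gα16 and human TAAR1 | Technique: Kinetic Fluo-8 calcium fluorescence | Schedule: 17-24 h seeding, 75 min 37 °C dye, 30 min RT | Evaluation: % activation from peak over basal fluorescence ratio, DMSO-to-PEA scaled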
CHO parental Ca: ATP-evoked calcium signal inhibitors, parental CHO, primary screen, counter-screen for OX1R antagonist project, cell-based, fluorescence, Fluo-8 calcium dye | parental CHO-K1, ATP-induced calcium, Fluo-8 fluorescence | inhibition, % at 5.6 µM | 0.63% of 330,000 active | AID 463079, 2010;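 active means inhibition above that plate's mean sample inhibition plus 3 SD, cut at about 26% in these data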;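 further: 0% = ATP-challenged DMSO wells and 100% = DMSO wells without ATP; some compounds past the cut are filed as inactive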
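Assay system: untransfected parental CHO cell line. Also added: ATP agonist challenge. Dosing: one dose, 5.6 µM nominal. Measured by: Fluo-8 fluorescence. Read-out: % inhibition. Benchmarks: ATP wells versus no-ATP DMSO wells. Repeats: no replicates.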
CHO-K1 Ca ag: counter-screen for M1 agonists: effect in parental CHO-K1 cells. Fluo-8 calcium fluorescence; scaled to maximal ATP response, vehicle zero. activation, % at 3 µM. 0.48% of 360,000 active; in the data active means activation above about 15%;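 further: untransfected CHO-K1 host cells lacking M1 receptor as counterscreen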
CHO-K1 Ca PAM: nonselective calcium activators in parental CHO-K1 cells, primary screen, counter-screen for M1 PAM project, cell-based, Fluo-8 calcium fluorescence, full deck, 1536-well. 0.02% of 360,000 active. activation, % at 3 µM. ATP EC20; 0% at ATP EC20, 100% at ATP max;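 active means activation above the run cutoff, the mean activation of all test compounds plus 3 SD, cut at about 40% in these data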;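 further: peak over basal fluorescence ratio in a 140 s read after ATP addition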
V1R ag counter: agonists of human V1a receptor, primary screen, counter-screen for OXTR agonist project, fluorescence, CHO-V1R cells | activation, % at 3 µM | Vasopressin V1a receptor (Homo sapiens), P37288 | Fluo-8 calcium fluorescence, agonist mode; 0% DMSO, 100% 3 nM vasopressin | 0.25% of 320,000 active;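 active means activation above the mean activation of all tested compounds plus 3 SD, per screening run, cut at about 20% in these data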;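 further: signal is peak over basal fluorescence ratio across a 100 second FLIPR read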
Target sequence (P37288 whole entry, looked up): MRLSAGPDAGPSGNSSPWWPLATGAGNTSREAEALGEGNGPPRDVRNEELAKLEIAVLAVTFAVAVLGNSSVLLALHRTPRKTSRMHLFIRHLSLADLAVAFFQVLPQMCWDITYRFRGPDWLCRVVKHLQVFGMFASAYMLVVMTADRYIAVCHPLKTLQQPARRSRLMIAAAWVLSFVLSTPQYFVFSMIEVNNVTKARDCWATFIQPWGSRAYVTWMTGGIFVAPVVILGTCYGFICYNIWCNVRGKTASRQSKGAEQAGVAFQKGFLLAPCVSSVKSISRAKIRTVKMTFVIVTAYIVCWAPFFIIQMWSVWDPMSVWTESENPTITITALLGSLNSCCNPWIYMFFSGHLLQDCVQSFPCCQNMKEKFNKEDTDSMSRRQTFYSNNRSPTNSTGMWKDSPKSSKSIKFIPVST
Starred values were filed as active, the others as inactive; nt = no result given. Rows are unselected. About 3.3% of those tested had a hit in this group.

SMILES | CHRM1 agonist | TAAR1 antag | CHO-K1 Ca antag | OXTR potentiator | TAAR1 agonist | CHO parental Ca | CHO-K1 Ca ag | CHO-K1 Ca PAM | V1R ag counter
O=C(c1ccco1)N(CCC(c1ccccc1)c1ccco1)Cc1ccccc1 (configuration not stated) | -7 | 38 | 16 | -11 | 0 | -27 | 0.3 | -4 | 0.1
CCOC(=O)c1ccc(S(=O)(=O)N2CCN(C(=O)c3nn(C)c(=O)c4ccccc34)CC2)cc1 | -15 | 21 | -6 | -14 | 4 | -20 | 0.5 | 8 | 0.6
Cc1ccc(NS(=O)(=O)c2ccc(/C=C/C(=O)O)cc2)cc1Cl | -1 | -11 | -12 | 1 | 4 | 1 | 1.2 | -5 | 0.9
Cc1nn(CCC#N)c2[nH]c(=O)cc(C(F)(F)F)c12 | -5 | 12 | -13 | -9 | -1 | -9 | 0.8 | 24 | 0.1
Cc1cc(C)c(S(=O)(=O)N(C)Cc2cnn(C)c2)c(C)c1 | -3 | -6 | 2 | -6 | 10 | -15 | 0.2 | 0 | -0.3
Cc1ccc(C(=O)Nn2c(C)nc3ccccc3c2=O)cc1C | -2 | 0 | -9 | -5 | 7 | -5 | 3.1 | 4 | -0.5
CC(C)(CSc1nncn1/N=C/c1ccco1)NS(=O)(=O)c1ccc(Cl)cc1 | -2 | 17 | -6 | -18 | 6 | 12 | 0.0 | 9 | 0.3
CCOc1ccc(NC(=O)CN2CCN(CC(=O)Nc3ccc(Cl)c(C(F)(F)F)c3)CC2)cc1 | 3 | 9 | 9 | -8 | 20 | 17 | 7.2 | -9 | 11
CN1CCn2cnc(C(=O)N[C@@H](Cc3ccccc3)C(=O)OC(C)(C)C)c2C1=O | -1 | -10 | -8 | nt | 1 | nt | 0.4 | 20 | nt
COc1ccc(/C=N/NC(=O)c2ccc(OC)c(OC)c2)cc1COc1c(F)c(F)c(F)c(F)c1F | -3 | -1 | 3 | nt | 0 | nt | 1.6 | -1 | nt
Cc1sc2ncnc(N3CCC(C(=O)NNC(=O)COc4ccc(Br)cc4)CC3)c2c1C | 1 | 76* | 0 | -17 | 20 | -12 | 11 | -10 | 12
CCOC(=O)CSc1nc2c(c(=O)n1-c1ccc(OCC)cc1)SCC2 | -4 | 1 | -5 | -1 | 5 | -7 | 0.0 | 3 | -0.6
CCC(Oc1ccccc1)C(=O)Nc1cc(Cl)ccc1-n1cncn1 (configuration not stated) | -7 | -7 | -8 | -3 | -2 | -31 | 0.6 | 2 | -1.9
CC1CCCCC1NC(=O)CCS(=O)(=O)c1cccc2nonc12 (configuration not stated) | -3 | -1 | -3 | -10 | 0 | -19 | 0.3 | 8 | 0.7
COc1ccc(N(CC(=O)Nc2cccc(N(C)S(C)(=O)=O)c2)S(=O)(=O)c2ccc(C)cc2)cc1 | -14 | 19 | -18 | -10 | 12 | -4 | 2.5 | 17 | 0.4
CCn1nc(C)c(/C=N/NC(=O)Cn2cncn2)c1C | -1 | 8 | 3 | -3 | 9 | -2 | 0.4 | -11 | 1.4
CN(C)C(=O)N(CCCN1CCOCC1)Cc1cccc2ccccc12 | -4 | -23 | -12 | -11 | 0 | -17 | 1.7 | 16 | -0.2
COC(=O)CSc1nc(NCc2ccccc2)nc(N(C)C)n1 | -3 | -23 | -8 | -10 | -1 | 3 | 1.0 | 5 | 0.2
CCOCC(=O)Nc1cc(Cl)ccc1C | -7 | 7 | 14 | -3 | 4 | -2 | -0.3 | 1 | 0.2
O=C(NCCS(=O)(=O)N1CCN(c2ccccc2F)CC1)c1ccc(Br)cc1 | -3 | 3 | -15 | -5 | -2 | -19 | 1.2 | 20 | -0.2
CCc1ccc(C(C)NC(=O)c2cc(C)oc2C)cc1 (configuration not stated) | -4 | -6 | -2 | -10 | 0 | -25 | -0.2 | 9 | -0.8
CCc1nnc(NC(=O)CSc2nnc(CNc3cccc(Cl)c3)n2CC)s1 | -1 | -6 | -11 | -7 | -1 | -5 | 4.7 | 9 | -0.2
Nc1n[nH]c(N)c1N=Nc1cccc(F)c1 | -7 | -13 | -11 | -13 | 0 | -12 | 1.2 | 21 | 0.7
O=C(Nc1ccccc1Oc1cccnc1)C1CCCN(C/C=C/c2ccc(F)cc2)C1 (configuration not stated) | -7 | -2 | -1 | -1 | 1 | -22 | 1.4 | 5 | 0.1
O=S(=O)(NCC(c1ccco1)N1CCN(c2ccccc2F)CC1)c1ccccc1 (configuration not stated) | -3 | -2 | -4 | -3 | 1 | -18 | 1.9 | 22 | -1.2
Remaining list, next part.
SMILES | CHRM1 agonist | TAAR1 antag | CHO-K1 Ca antag | OXTR potentiator | TAAR1 agonist | CHO parental Ca | CHO-K1 Ca ag | CHO-K1 Ca PAM | V1R ag counter
COc1ccc(C(=O)Cn2nnc(-c3cccs3)n2)cc1 | -4 | -3 | -3 | -3 | 12 | 2 | 0.4 | 1 | 1.0
Cc1cccc(C)c1NC(=O)Cn1nnc(-c2ccc(CN3CCC(C)CC3)cc2)n1 | -5 | 1 | -13 | -10 | 3 | -17 | 0.8 | 17 | 0.1
O=C(/C=C/c1ccccc1)Nn1cnnc1 | -1 | 8 | 12 | -4 | 9 | -6 | -0.3 | -7 | -1.0
CC(C)CC(=O)N1CCN(S(=O)(=O)c2ccc(C3CCCCC3)cc2)CC1 | -1 | 0 | -11 | -8 | -1 | -6 | 1.6 | 1 | 3.1
COc1ccccc1C(=O)OCCc1ccccc1 | -4 | -20 | -6 | nt | -1 | nt | -1.0 | -16 | nt
CC1(C)C(=O)C2(C(=O)NCc3ccccc3)CCC1C2 (configuration not stated) | -4 | 8 | 1 | 2 | 6 | 1 | -0.3 | 2 | -1.3
COc1ccc2c(CC(=O)NCC3CCC(C(=O)O)CC3)cc(=O)oc2c1 (configuration not stated) | 2 | -12 | -8 | -1 | 2 | 2 | 0.5 | 15 | 1.2
Cc1ccc2nc(C)c(C(=O)NN=C3CCN(C)CC3)n2c1 | -4 | -9 | -11 | -6 | 9 | -12 | 0.8 | 12 | 0.2
CC(NC(=O)NCCCC(=O)O)(C(F)(F)F)C(F)(F)F | 0 | 4 | 25* | -4 | 6 | -15 | -0.4 | -5 | 1.1
O=C(O)/C=C/C(=O)NNC(=O)c1ccc(Cl)cc1Cl | -8 | 4 | 2 | -5 | 1 | -6 | 2.0 | 17 | 0.3
O=C(N/N=C/c1cc2ccccc2nc1Cl)/C(=C/c1cccs1)NC(=O)c1ccccc1 | -1 | 20 | -8 | -13 | 9 | -11 | 2.8 | -20 | 1.5
CCOC(=O)c1c(NC(C)=O)sc2c(OCC(O)CN(CC)CC)c(Br)ccc12 (configuration not stated) | -15 | 4 | 0 | -2 | 8 | -28 | 0.5 | 19 | 0.9
O=C(Nc1nc(-c2cc(F)ccc2F)cs1)c1cccc(N2C(=O)CCC2=O)c1 | -4 | 75* | 32* | -22 | 29 | 25 | 3.9 | -22 | 5.8
CCOc1ccc(CCN2C(=O)C(=O)N([C@@H](CC(C)C)CN3CCC[C@H]3CN3C(=O)C(=O)NC[C@@H]3Cc3ccccc3)C[C@@H]2Cc2ccccc2)cc1 | nt | -6 | 1 | nt | -1 | nt | -0.7 | 6 | nt
O=C(CSc1nc2[nH]ncc2c(=O)[nH]1)c1ccccc1 | -1 | -8 | 2 | 3 | 4 | -4 | 0.2 | 13 | 1.0
Cc1ccc(-c2csc(NCCn3c(-c4ccncc4)nc4cc(C(F)(F)F)ccc43)n2)cc1 | -1 | 7 | -4 | -1 | 15 | -18 | -0.4 | -1 | 0.5
CN(C)CCSc1nc2cc(S(=O)(=O)N3CCCCC3)ccc2o1 | -8 | -12 | -10 | 0 | 0 | -4 | 0.2 | 3 | 0.4
O=C(Nc1ccc(Cl)cc1)c1ccc2snnc2c1 | 1 | 4 | -1 | -10 | 6 | 10 | 3.7 | 6 | 9.1
COc1cccc(NC(=O)COC(=O)c2cccnc2)c1 | -1 | 5 | -7 | 3 | 0 | -1 | 0.6 | 11 | 0.3
CC(=O)Nc1ccc(C(=O)NNS(=O)(=O)c2ccc(C)cc2)cc1 | -3 | 1 | -1 | -6 | 3 | -6 | 0.2 | 0 | 0.8
CC(/C=C/c1ccc2c(c1)OCO2)=N\NC(=O)COc1ccccc1C | -6 | 4 | 8 | -4 | 9 | -12 | 2.8 | 11 | 0.7
COc1cc(/C=N/NC(=O)C(=O)NCc2cccnc2)ccc1O | -7 | -21 | 0 | 1 | -1 | 0 | -1.4 | -1 | -0.9
CC(NC(=O)C1CCN(C(=O)c2ccc(F)cc2)CC1)c1ccc(-n2ccnc2)cc1 (configuration not stated) | -8 | -14 | -7 | -2 | 1 | -5 | 0.4 | -3 | 0.3
CSc1ccc(CN2CCN(CCC(C)C)C(CCO)C2)cc1 (configuration not stated) | -4 | -16 | -17 | -2 | 4 | -11 | 2.6 | 30 | 0.3
COC(=O)[C@@]12CCCN1[C@H](c1ccc(-c3ccc(C(C)=O)cc3)c(OC)c1)[C@H]1C(=O)N(C)C(=O)[C@H]12 | -4 | 20 | -24 | -3 | 1 | -7 | 0.5 | 21 | 4.5
Continued:
SMILES | CHRM1 agonist | TAAR1 antag | CHO-K1 Ca antag | OXTR potentiator | TAAR1 agonist | CHO parental Ca | CHO-K1 Ca ag | CHO-K1 Ca PAM | V1R ag counter
CCN(c1ccc(NC(=O)COC(=O)c2ccc(C)s2)cc1)C(C)C | -7 | -19 | -6 | -12 | 1 | -14 | -0.1 | 7 | -0.9
[O-][N+]1=C2CCC/C(=N\O)C2=NC12CCCCC2 | -4 | -17 | 13 | -11 | 7 | -11 | 0.4 | -9 | 0.7
O=C(Nc1c2c(nn1-c1cccc(Cl)c1)CS(=O)(=O)C2)c1cccs1 | 4 | -16 | 9 | -9 | 0 | -12 | -0.1 | -20 | 3.4
COc1ccc(CCNC(=O)c2cc(CC(C)C)on2)cc1OC | -3 | 3 | -18 | -7 | -1 | -6 | 1.5 | 25 | 2.8
CCc1ccc(NC(=O)C(=O)NCCN2CCN(S(=O)(=O)c3ccccc3)CC2)cc1 | -2 | -4 | -11 | -3 | 3 | -3 | 0.7 | 5 | 1.5
O=C(CSc1ncn(-c2ccccc2)n1)Nc1ccc2c(c1)OCO2 | 0 | 9 | 3 | -13 | 1 | -5 | 0.8 | 3 | 1.5
